UBC9 SUMO inh: inhibitors of in vitro SUMOylation cascade, primary screen, biochemical, HTRF, uHTS. 0.36% of 290,000 active. inhibition, % at 35 µM. HTRF SUMOylation assay, SAE1/SAE2 + UBC9. SUMO-conjugating enzyme UBC9 (Homo sapiens), P63279; in the data active means inhibition above about 50%, passing the limit was not always enough; further: strong numbers were not always called active
Target sequence (P63279 whole entry, looked up): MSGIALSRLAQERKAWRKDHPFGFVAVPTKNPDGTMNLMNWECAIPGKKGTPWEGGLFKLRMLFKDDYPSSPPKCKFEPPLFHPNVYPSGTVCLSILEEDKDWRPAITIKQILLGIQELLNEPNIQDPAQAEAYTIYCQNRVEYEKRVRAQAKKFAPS
p-CIP stab down: p/CIP-EGFP fusion destabilizers, primary screen, fluorescence, F442A cells; Q05BA5; 16 h; decrease of EGFP signal, % at 10 µM; 0.01% of 290,000 active; AID 1984, 2009;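 active means EGFP signal decrease of at least 30% at 10 µM or well 3 SD below plate mean, unless failing retest; inactive means the rest, including hits failing retest or dose response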; further: some compounds called inactive have numbers as strong as hits; many of its hits are not listed in these tables
CRFR2-BP antag: antagonists of CRF-BP/CRF-R2 complex, primary screen, cell-based, HEK293, calcium dye fluorescence, uHTS | CRF-induced calcium fluorescence | inhibition, % at 11.8 µM | 0.59% of 350,000 active;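 active means inhibition of the ligand-induced calcium signal above about 50% at the single tested concentration, limit read from the data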
IDE cell inh: human IDE inhibitors in live cells, primary screen, fluorescence polarization, HEK cells, FAbetaB substrate; 0.41% of 320,000 active; FAbetaB cleavage; Insulin-degrading enzyme (Homo sapiens), P14735; inhibition, % at 5.59 µM; AID 434962, 2010;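 active means percent inhibition above the average of all tested compounds plus 3 SD, set per screening campaign, cut at about 16% in these data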;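 further: IDE supplied by intact live HEK cells; FP after avidin binding of uncleaved biotin substrate so inhibition keeps polarization high; 0% = DMSO wells and 100% = 60 µM reference IDE inhibitor Ii1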
VIM-2 inh: VIM-2 metallo-beta-lactamase inhibitors, primary screen, biochemical, epi-absorbance readout, Pseudomonas aeruginosa enzyme. purified VIM-2, nitrocefin hydrolysis, epi-absorbance fluorescence. inhibition, % at 5.6 µM. 0.89% of 290,000 active. AID 1527, 2009;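 active means inhibition above the mean of all tested compounds plus 3 SD, cutoff set per screening run, cut at about 7.5% in these data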;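 further: red hydrolysis product quenches plate fluorescence so inhibitors raise well fluorescence; 0% = enzyme with DMSO and 100% = DMSO without enzyme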
IMP-1 inh: IMP-1 metallo-beta-lactamase inhibitors, primary screen, biochemical, epi-absorbance readout, Pseudomonas aeruginosa enzyme; metallo-beta-lactamase IMP-1 (Pseudomonas aeruginosa); purified IMP-1, nitrocefin hydrolysis, epi-absorbance fluorescence; inhibition, % at 5.6 µM; 0.45% of 290,000 active; AID 1556, 2009;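 active means inhibition above the mean plus 3 SD of all compounds in the same screening run, cut at about 4.5% in these data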;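 further: 0% = IMP-1 with DMSO and 100% = DMSO wells lacking enzyme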
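System: purified IMP-1 / Input: IMP-1 dispensed at 0.2 nM / Medium: 50 mM HEPES pH 7.1, 50 µM ZnSO4, 0.05% Brij 35 / Timing: 15 min enzyme–compound preincubation, then 25 min nitrocefin reaction, 25 °C / Technique: plate fluorescence quenching by hydrolysis product, ex 480/em 530 nm / Repeats: singlicate testing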
IDE cell activ: human IDE activators in live cells, primary screen, fluorescence polarization, HEK cells, FAbeta-B substrate; 0.073% of 340,000 active; activation, % at 5.96 µM; Insulin-degrading enzyme (Homo sapiens), P14735; FAbeta-B cleavage; 0% vehicle, 100% cell-free pure enzyme wells;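 active means activation above the mean of all tested compounds plus 3 SD, set per screening campaign, cut at about 17% in these data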
HCV NS3 hel inh: inhibitors of HCV NS3 helicase, primary screen, biochemical, Cy5 molecular beacon fluorescence | Hepatitis C virus NS3 helicase | AID 1800, 2009 | NS3 helicase DNA unwinding | inhibition, % at 10.9 µM | 0.56% of 290,000 active;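 active means inhibition above the mean of all tested compounds plus 3 SD, set per campaign, cut at about 35% in these data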;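 further: 0% = DMSO wells and 100% = thioflavine S control wells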
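Assay system – hepatitis C virus NS3 helicase domain fragment enzyme · Buffer or medium – MOPS pH 6.5, MgCl2, DTT, Tween20, BSA · Reagent – Cy5/quencher beacon DNA duplex and ATP to start · Compound – single 10.9 µM dose · Timing – 1 h at 25 °C · Technique – Cy5 beacon fluorescence read at start and 1 h · Measure – % inhibition of unwinding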
GalR3 antag: GalR3 antagonists in HEK293 cells, primary screen, cell-based, fluorescence readout; Galanin receptor type 3 (Homo sapiens), O60755; HEK293 GalR3-CNG cAMP membrane potential fluorescence; galR3 body fused to GalR1 C-terminus; inhibition, % at 3 µM; 0.44% of 360,000 active;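 active means inhibition above the screen-wide average plus 3 SD, cut at about 13% in these data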;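 further: forskolin and galanin both at EC90 stimulate the cells; cAMP rise reported by CNG channel membrane potential dye signal; 0% = forskolin plus galanin with DMSO and 100% = forskolin alone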
Target sequence (O60755 1-299 limits assumed): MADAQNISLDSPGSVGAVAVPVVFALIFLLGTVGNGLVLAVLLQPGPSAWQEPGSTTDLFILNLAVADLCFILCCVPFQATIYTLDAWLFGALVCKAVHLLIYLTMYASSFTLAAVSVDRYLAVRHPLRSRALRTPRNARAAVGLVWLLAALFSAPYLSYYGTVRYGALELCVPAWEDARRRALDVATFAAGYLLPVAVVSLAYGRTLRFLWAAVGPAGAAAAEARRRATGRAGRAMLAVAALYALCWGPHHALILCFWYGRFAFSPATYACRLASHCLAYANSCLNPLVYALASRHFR
An asterisk follows results filed as active; x = no result given.

SMILES	UBC9 SUMO inh	p-CIP stab down	CRFR2-BP antag	IDE cell inh	VIM-2 inh	IMP-1 inh	IDE cell activ	HCV NS3 hel inh	GalR3 antag
CCc1ccc(NC(=O)C(=O)N/N=C(\C)CC(=O)NCc2ccc(Cl)cc2)cc1	8	-2	-22	0	-2.0	-3.4	-4	-1	-5
Cc1ccc[n+](-c2[nH]c(=O)sc2/C=N/N=C(\[O-])CCn2c3ccccc3c3ccccc32)c1	-10	-1	-3	-4	-3.8	-2.9	6	9	0
CCN(CC)C(=O)COc1ccc(N(C)S(=O)(=O)c2ccc(NC(C)=O)cc2)cc1	16	-7	3	2	-0.7	-1.0	1	-5	0
COc1ccccc1OCC(=O)N/N=C1/C=C(C)CC1	-7	-5	2	-4	0.1	-0.8	-2	1	-6
O=C(COc1ccccc1)Nc1c2c(nn1-c1ccc(F)cc1)CS(=O)(=O)C2	5	-2	2	5	-2.3	-3.4	10	1	-3
Cn1c(=O)c2c(nc(N3CCCCCC3)n2CC(=O)c2ccc(Br)cc2)n(C)c1=O	-1	-14	-6	-2	-2.3	-2.6	8	-8	-1
O=C(CSc1ccc(-c2ccc3c(c2)OCO3)nn1)Nc1nccs1	14	8	4	1	-2.1	-4.2	2	10	-5
OCCC1CN(C/C=C/c2ccco2)CCN1Cc1ccccc1 (stereo not given)	20	-8	-6	2	-1.6	-2.6	1	14	-4
O=C1CN(S(=O)(=O)c2cc(C(=O)O)ccc2Cl)c2ccccc2N1	13	-19	4	3	0.6	-3.6	0	-2	-9
CCCCc1cc(=O)oc2cc(OCc3nn[nH]n3)ccc12	10	-7	-12	1	1.6	-3.3	0	-3	2
CCCOc1ccc(C(=O)NC(=S)Nc2nc3ccccc3s2)cc1	18	2	5	2	-0.2	1.1	1	3	-1
COc1ccc(N2C(=O)c3cccc4c(N(C)CCO)ccc(c34)C2=O)cc1	16	-384	-57	x	4.0	-0.4	-45	1	-11
NNC1=N[C@H]2CS(=O)(=O)C[C@H]2S1	-2	2	-2	10	0.6	-1.3	1	4	-2
CCN(c1ccccc1)S(=O)(=O)c1cc(C(=O)Nc2ccccc2Cl)ccc1F	7	-12	-2	9	-1.6	-1.9	3	-11	-6
Cc1cccc2cc3c(NC(=O)C(C)(C)C)nn(CC(C)C)c3nc12	12	-11	-26	4	-2.3	-4.1	2	-25	-11
O=C(c1cccs1)n1nc(-c2ccc(Cl)cc2)nc1NCc1ccco1	0	4	-10	-2	0.1	-1.7	-5	3	-1
O=C1NCCCC1C(=O)NCCNC(=O)C(F)(F)F (stereo not given)	22	-9	-6	0	-2.1	-2.4	1	1	-9
O=C(CN1CCCCCC1)Nc1ccccc1	34	-14	8	-1	-2.5	-1.5	5	6	-4
Fc1cccc(Cl)c1CSc1nnc(CN2CCOCC2)n1-c1ccccc1	14	-11	12	3	-0.9	-4.2	1	-1	-5
O=C(Nc1ccccc1)N(Cc1cccs1)C1CCCC1	22	-12	-18	4	-1.0	-1.3	4	-22	-1
CC(C(=O)c1ccc(-c2ccccc2)cc1)[n+]1ccccc1 (stereo not given)	18	-9	-13	5	1.2	-1.4	-3	-7	-6
CCn1c(SCC(=O)Nc2ccc(C)cc2)nnc1-c1ccccn1	18	-4	-11	2	-1.5	-3.5	0	-8	-8
CC(C)(C)c1ccc(CNC(=O)c2ccc3c(c2)NC(=O)CO3)cc1	14	-6	5	-7	0.2	-4.0	3	-9	-7
COc1ccc2[nH]c(=O)c(CNc3ccccc3)cc2c1	45	-7	8	1	-1.0	-0.3	-1	16	0
CCN(Cc1ccccc1)C(=O)c1cc(S(=O)(=O)N2CCOCC2)cn1C	1	0	-5	-3	-3.1	-0.4	-2	-14	x
Cc1[nH]c(C)c(S(=O)(=O)N(C)Cc2ccccc2)c1C(=O)N1CCCCC1	-3	2	5	1	-3.4	-2.8	-2	-17	-5
CCCCCCCCS(=O)C1CCS(=O)(=O)C1 (stereo not given)	10	-7	1	0	-4.5	-3.1	-2	10	6
CCn1c(COc2ccc3ccccc3c2C)nnc1SCC(=O)Nc1cccc(C(=O)O)c1	6	-7	10	-4	1.3	0.7	3	11	0
COC(=O)c1cn(NC(=O)C2CCC(C(C)(C)C)CC2)c(=O)c2ccccc12 (stereo not given)	-4	-9	-16	9	-1.5	-3.6	4	2	-4
Cc1cc(=O)oc2c3c(ccc12)OC/C3=N/N	13	-7	7	-2	-2.2	-0.3	0	-6	6

The last three compounds of the section before are carried over, then new ones follow.
SMILES	UBC9 SUMO inh	p-CIP stab down	CRFR2-BP antag	IDE cell inh	VIM-2 inh	IMP-1 inh	IDE cell activ	HCV NS3 hel inh	GalR3 antag
CCn1c(COc2ccc3ccccc3c2C)nnc1SCC(=O)Nc1cccc(C(=O)O)c1	6	-7	10	-4	1.3	0.7	3	11	0
COC(=O)c1cn(NC(=O)C2CCC(C(C)(C)C)CC2)c(=O)c2ccccc12 (stereo not given)	-4	-9	-16	9	-1.5	-3.6	4	2	-4
Cc1cc(=O)oc2c3c(ccc12)OC/C3=N/N	13	-7	7	-2	-2.2	-0.3	0	-6	6
O=c1sc(Nc2ccccc2)nc2ccsc12	6	9	7	2	-0.8	-5.4	1	5	-4
Cc1oc(-c2cc(F)ccc2F)nc1CN1CCN(c2ncnc3ccccc23)CC1	7	-4	21	6	-0.2	-1.0	0	-16	-9
Oc1ccc(-c2cnc3ccccc3n2)cc1	x	x	2	4	x	x	4	x	1
COc1cc(NC(=O)Cn2cnc3c(OCc4ccccc4)ncnc32)cc(OC)c1OC	x	x	-19	-5	x	x	8	x	-6
Cc1ccc(-c2nc3ccccc3nc2Cl)cc1	5	-12	-3	-2	0.6	1.1	6	-11	-5
O=C(NCc1ccncc1)Nc1ccccc1Cl	10	-13	-16	-2	-4.2	-2.7	-2	8	0
N/C(=N\N=C\c1ccc2c(c1)OCO2)SC1CC(=O)N(c2ccc(C(=O)O)cc2)C1=O (stereo not given)	21	-9	11	0	-4.1	-2.5	2	-11	-4
COc1ccc(C(=O)N/N=C/C(C)c2ccccc2)cc1OC (stereo not given)	-25	5	4	2	-1.9	-1.5	-1	-8	-1
COC(=O)C1CCN(C(=O)COC(=O)Cc2c[nH]c3ccccc23)CC1	-3	-1	-26	4	-2.4	-2.6	2	0	-1
COCCN(Cc1cc2cc3c(cc2n2nnnc12)OCO3)C(=O)c1ccccc1F	-8	-5	1	6	-6.6	-3.0	11	-6	-7
CC1=C(C(=O)N2CCOCC2)C(c2ccccc2F)C2=C(CCCC2=O)N1 (stereo not given)	12	8	1	-5	-1.3	0.0	1	0	-3
Cc1cccc(C(C(N)=O)c2ncc(C(F)(F)F)cc2Cl)c1 (stereo not given)	1	-9	-27	1	-1.1	-2.1	11	-2	4
COc1ccccc1-c1c(C(F)(F)F)oc2cc(OS(C)(=O)=O)ccc2c1=O	8	-4	-7	12	-2.2	-2.1	-12	5	-1
O=C(C(=O)N1CCN(Cc2ccccc2)CC1)c1c[nH]c2ccccc12	x	x	-3	1	x	x	1	x	-4
N#Cc1cc2[nH]c3ccccc3c2[n+](-c2ccc([N+](=O)[O-])cc2)c1N	1	-1	1	2	0.6	-1.2	2	1	-9
COc1ccc(NC(=S)N(C)CC2COc3ccccc3O2)cc1 (stereo not given)	2	-6	27	-1	-1.3	-3.6	2	-7	-6
C=CCn1c(SCc2csc(C)n2)nc2sc3c(c2c1=O)CCC(C)C3 (stereo not given)	-2	-3	9	0	-3.0	-1.0	5	11	-3
CC(C)OC(=O)CN1C(=O)C(=O)c2ccccc21	11	-14	-8	4	3.6	-2.6	4	0	-6
CC(=O)c1cccc(NC(=S)N2CCc3ccccc32)c1	6	-5	-16	1	-4.0	-2.1	5	7	-4
CCOc1cc(S(=O)(=O)N2CC=C(c3ccc(F)cc3)CC2)c(OCC)cc1-n1cnnn1	14	-10	10	2	-2.2	-0.9	2	5	-5
O=C(C1CCN(S(=O)(=O)c2ccc(Cl)cc2)CC1)N1CCCC1	5	15	2	4	-0.3	-0.4	-2	12	-8
COc1cccc(OCCNc2cc(Cl)ccc2[N+](=O)[O-])c1	-5	3	2	-4	-3.1	-3.2	0	-3	-7
O=C(N/N=C/c1ccc(O)cc1)c1cccc(N/N=C/c2ccc(O)cc2)c1	9	-2	2	2	-5.4	-4.4	1	1	2
O=C(Cn1cncn1)NCc1cccc2ccccc12	-21	-3	-46	2	-3.3	-0.6	3	3	-4
CN(C)C(CNC(=O)C1CCN(S(=O)(=O)c2ccccc2)CC1)c1ccccc1 (stereo not given)	20	-4	-2	-6	1.5	-1.6	5	-3	-4
CC1CCCCN1C(=O)Cc1ccc(Cl)cc1 (stereo not given)	-34	-2	-12	3	-3.1	-1.2	2	-7	1
COc1ccc(Br)cc1CNC(=O)CCC(=O)n1nc(C)c2ccccc21	15	-12	5	-2	-1.0	-1.6	1	-11	-9
COc1ccc(C)cc1NC(=O)CCNS(=O)(=O)c1ccc2c(c1)CC(C)N2C(C)=O (stereo not given)	22	-6	5	-2	0.2	-1.6	1	7	-8
O=C1NCCc2c1[nH]c1c(Cl)ccc(Cl)c21	3	6	-11	6	0.0	-3.9	-6	-11	-3
CCCn1cc(S(=O)(=O)c2ccc(C)cc2)c(=O)c2cc(OC)c(OC)cc21	-2	-1	9	2	-4.5	-2.7	6	-1	-6
COc1ccc(-n2cc(CNCC3CC(=O)N(C4CC4)C3)c(-c3ccccc3Cl)n2)cc1 (stereo not given)	2	-26	-1	6	-2.7	-0.9	-1	-28	-5
Cc1cc(C)c(S(=O)(=O)Nc2c(C)n(C)n(-c3ccccc3)c2=O)cc1[N+](=O)[O-]	1	-6	-1	x	-4.0	-3.3	1	-8	-6
C=CCn1c(COc2ccc3c(c2)CCCC3)nnc1SCC(=O)Nc1cccc(SC)c1	-42	-15	-3	3	0.4	-0.8	1	-23	-5
CCOC(=O)N1CCC(NC(=O)CCc2c(C)nc3c(c(C)nn3C(C)(C)C)c2C)CC1	0	0	-3	1	-1.4	-1.9	-3	-8	-4
O=C(CSc1nnc(-c2ccccc2)o1)NC1CCS(=O)(=O)C1 (stereo not given)	4	-9	14	-3	-0.6	-3.4	6	-1	-3

Assay outcomes: PubChem, several laboratories
